# Bioassay records: PubChem BioAssay, several laboratories
# RSV CPE inhibition: RSV antiviral activity via CPE protection, HEp-2 cells, primary 10 µM value included (AID 2391). HEp-2 cells, RSV-induced CPE inhibition; higher % means a stronger effect. one-dose CPE inhibition, % at 10 µM; IC50 in µM for titrated hits. 310,000 compounds, 0.13% hits; in the data active means a potency from the dose series; inconclusive means CPE inhibition mostly from about 23% at the one dose, without a potency; inactive means the rest, 99 in 100 with CPE inhibition below about 21%; further: strong numbers were not always called active
# Dengue-2 NS5 capping: Dengue-2 NS5 methyltransferase inhibitors, primary screen, biochemical, confirmation dose response (AID 588689) | Genome polyprotein (Dengue virus type 2 (strain 16681-PDK53)) | Dengue-2 NS5 methyltransferase capping enzyme assay, biochemical; higher % means a stronger effect | inhibition, % at 25 µM; hits with a dose series show IC50 in µM | 340,000 compounds, 0.3% hits; in the data active means a potency from the dose series; inconclusive means inhibition above about 29% without an active follow-up result
# CSM14.1 death rescue: rescue of cells from ER stress-induced death, primary screen, 384-well, CSM14.1, thapsigargin, ATP luminescence (AID 1222); CSM14.1 thapsigargin-induced death rescue, ATP luminescence; higher % means a stronger effect; one-dose cellular ATP content (survival), % at 20 µM; EC50 in µM for titrated hits; 190,000 tested, under 10 active;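 active means EC50 below 50 µM in the dose-response confirmation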;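 further: death triggered by thapsigargin at about 15 µM added after 2 h compound pretreatment; cell ATP read after overnight thapsigargin exposure of roughly 18 to 22 hours; normalized against plate controls of thapsigargin alone and 5% DMSO vehicle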
# Yfh1-off respiration: enhancers of respiration in Yfh1-depleted yeast, dose response, Friedreich's ataxia, plus single-dose screen (AID 1465). S. cerevisiae Yfh1-off respiration, WST-1 reduction, 72 h; higher fold induction means a stronger effect. fold induction at 50 µM, or EC50 in µM where a hit was titrated. 220,000 compounds, 0.074% hits;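 active means fold induction of absorbance versus untreated yeast above a set limit, then at least 30% activation at any dose in follow-up; inconclusive means repeats straddling the limit, or above it without dose testing; inactive means fold induction below the set limit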;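 further: activators that raise dye reduction in frataxin-depleted yeast; strong numbers were not always called active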
# West Nile antiviral: West Nile virus antiviral activity, cell-based, CPE readout (AID 1621); 290,000 compounds, 0.02% hits; CPE inhibition, % at 10 µM; hits with a dose series show IC50 in µM; West Nile virus-infected cells, CPE inhibition; higher % means a stronger effect; in the data active means a potency from the dose series; inconclusive means CPE inhibition mostly from about 3.7% at the one dose, without a potency; inactive means the rest, 99 in 100 with CPE inhibition below about 2.2%; further: strong numbers were not always called active
# WT yeast gro inh: growth inhibition of WT strain, primary screen, mitochondrial fusion inhibitor project, WT and mutant strains, chemical genetic; 190,000 compounds, 2.1% hits; inhibition, % at 10 µM; mitochondrial fusion phenotypic screen; in the data active means inhibition above about 58%; tested in S. cerevisiae
# XIAP antagonists: XIAP antagonists, biochemical, IAP family, fluorescence polarization (AID 1018) | E3 ubiquitin-protein ligase XIAP (Homo sapiens) | XIAP BIR domain, fluorescence polarization peptide displacement; higher % means a stronger effect | one-dose displacement, % at 20 µM; IC50 in µM for titrated hits | 200,000 compounds, 0.007% hits; in the data active means displacement above about 50%; further: a part of the inactive calls stands beside numbers as strong as those of hits
# SV40 large T antigen: SV40 large T antigen inhibitors, biochemical (AID 1903); SV40 large T antigen ATPase/helicase inhibition assay; higher % means a stronger effect; inhibition, % at 20 µM, or IC50 in µM where a hit was titrated; 310,000 compounds, 0.39% hits; in the data active means a potency from the dose series; inconclusive means inhibition mostly from about 32% at the one dose, without a potency; inactive means the rest, 99 in 100 with inhibition below about 32%; further: strong numbers were not always called active
# K1F lysis inhibition: inhibition of K1F phage lysis, E. coli UTI89, bacterial capsule biogenesis inhibitors, alamar blue (AID 488966) | E. coli UTI89 K1F phage lysis, alamar blue, 2 h; higher % means a stronger effect | inhibition, % at 100 µM, or IC50 in µM where a hit was titrated | 340,000 compounds, 0.02% hits;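 active means phage lysis inhibition, versus mean bacterial control, above a set limit; inconclusive means no clear call, values can overlap the other calls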;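 further: capsule biogenesis inhibitors block K1F phage lysis so surviving cells raise fluorescence; higher fluorescence means more inhibition of phage lysis; actives were called in the ten point dose series up to 300 µM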
# WT yeast gro inh mutant strain: second read-out of WT yeast gro inh, no call of its own (marks repeat the call); inhibition, %; mitochondrial fusion phenotypic screen, mutant strain inhibition
# Dengue-2 NS5 capping pilot replicate: also measured in Dengue-2 NS5 capping; calls as there; inhibition, %; measured here: pilot screen replicate inhibition
# * marks the source's active call; other numbers are inactive results; i = inactive; ? = inconclusive; nt = no result given; [ ] = dose if it differs, or a comment.
SMILES,RSV CPE inhibition,Dengue-2 NS5 capping,CSM14.1 death rescue,Yfh1-off respiration,West Nile antiviral,WT yeast gro inh,WT yeast gro inh mutant strain,XIAP antagonists,SV40 large T antigen,K1F lysis inhibition,others
CCN1C(=O)C(CC(=O)Nc2c(C)cccc2C)Nc2cc(S(=O)(=O)N(C)C)ccc21 (stereo unspecified),0.5%,-4%,-1.5%,i,0.1%,11,3,-8.0%,-5%,1.7%,
Cc1sc(N2C(=O)C3C(C2=O)[C@H]2C=C[C@@H]3C2)c(C#N)c1C (stereo partly specified),1.9%,-2%,nt,i,-0.2%,nt,nt,nt,13%,0.5%,
COCCCn1c(Cc2csc(Nc3ccccc3)n2)nnc1SCC(N)=O,1.5%,-7%,-1.4%,i,-0.5%,-6,-5,-5.3%,0%,0.1%,
Cc1ccc(OCCN2CCN(c3nc(NCc4ccco4)c4ccccc4n3)CC2)cc1,?,-1%,-3.2%,i,-1.5%,48,31,-0.5%,10%,0.0%,
CC(C)c1ccc(-c2csc3nc[nH]c(=O)c23)cc1,?,-5%,nt,nt,-0.3%,nt,nt,nt,19%,1.3%,
Cc1[nH]c2ccc(F)cc2c1CCN(Cc1cccnc1)C(=S)Nc1cccc(F)c1,0.8%,-3%,0.1%,i,-1.4%,14,-5,-0.8%,-4%,-1.2%,
CC(C)[C@H](NC(=O)c1ccccc1)C(=O)OCC(=O)N1CCCCCC1,1.9%,1%,0.7%,i,-0.2%,-11,-15,0.6%,7%,1.8%,
COc1ccc(C(=O)OCC(=O)Nc2nnc(-c3ccccc3)o2)cc1,0.5%,-5%,nt,nt,0.8%,nt,nt,nt,1%,?,
CCc1ccccc1NC(=S)N(CCCN1CCN(C)CC1)Cc1cccs1,-3.7%,2%,-0.9%,i,-1.1%,8,13,-7.1%,-4%,0.3%,
CS(=O)(=O)N(CC(=O)N1CCOCC1)c1cc(C(F)(F)F)ccc1Cl,0.1%,3%,nt,nt,-0.1%,nt,nt,nt,4%,0.2%,Dengue-2 NS5 capping pilot replicate=5.8
Cn1ncc(Cl)c1C(=O)NCc1cc(C(C)(C)C)n[nH]1,?,-7%,-1.7%,i,-0.6%,-3,-7,-7.2%,2%,-5.4%,
CCOCCCNC(=O)CN1CCN(c2ccc(F)cc2)CC1,1.4%,-5%,-0.7%,i,0.1%,-14,-12,-2.1%,7%,5.2%,
S=C(Nc1ccccc1Cl)NC1CCCCCC1,12%,-2%,-0.4%,i,-0.2%,56,36,-3.0%,11%,-0.2%,
COCCOC(=O)C1=C(C)NC(=O)NC1c1cccc(F)c1 (stereo unspecified),-0.7%,2%,nt,nt,0.3%,nt,nt,nt,5%,0.3%,
COc1cccc(Nc2nnc(SCn3nnc4ccccc4c3=O)s2)c1,2.7%,-1%,0.0%,i,-0.4%,nt,nt,-4.9%,-1%,3.5%,
CN(C)C(=O)CSc1nnc(Cc2ccccc2)n1CC1CCCO1 (stereo unspecified),0.9%,-5%,-0.5%,i,0.0%,1,-13,-4.3%,-5%,0.2%,
O=C1C(Cc2ccccc2)Nc2ncnc(N3CCN(c4ccccc4)CC3)c2N1Cc1ccc(Cl)cc1 (stereo unspecified),8.9%,-9%,nt,nt,nt,nt,nt,nt,7%,0.7%,
O=C(COc1ccc(/C=N/NC(=O)c2ccc(O)cc2)cc1)Nc1ccc([N+](=O)[O-])cc1,1.3%,-3%,-0.3%,i,0.1%,18,7,-11%,6%,0.6%,
CCCOc1ccccc1C(=O)N(Cc1ccco1)C1CCS(=O)(=O)C1 (stereo unspecified),0.8%,-4%,2.4%,i,-0.2%,-18,-4,-4.3%,5%,0.0%,
CCCCCCOc1ccc(N2C(=O)CC(S/C(N)=N/N=C(\C)c3cccs3)C2=O)cc1 (stereo unspecified),0.3%,-3%,-2.0%,i,-0.3%,38,17,-4.5%,9%,6.3%,

# 2 entries drawn at random from those above:
SMILES,RSV CPE inhibition,Dengue-2 NS5 capping,CSM14.1 death rescue,Yfh1-off respiration,West Nile antiviral,WT yeast gro inh,WT yeast gro inh mutant strain,XIAP antagonists,SV40 large T antigen,K1F lysis inhibition,others
CCN1C(=O)C(CC(=O)Nc2c(C)cccc2C)Nc2cc(S(=O)(=O)N(C)C)ccc21 (stereo unspecified),0.5%,-4%,-1.5%,i,0.1%,11,3,-8.0%,-5%,1.7%,
CS(=O)(=O)N(CC(=O)N1CCOCC1)c1cc(C(F)(F)F)ccc1Cl,0.1%,3%,nt,nt,-0.1%,nt,nt,nt,4%,0.2%,Dengue-2 NS5 capping pilot replicate=5.8

# Returning to the listing, starting 3 compounds before the break.
SMILES,RSV CPE inhibition,Dengue-2 NS5 capping,CSM14.1 death rescue,Yfh1-off respiration,West Nile antiviral,WT yeast gro inh,WT yeast gro inh mutant strain,XIAP antagonists,SV40 large T antigen,K1F lysis inhibition,others
O=C(COc1ccc(/C=N/NC(=O)c2ccc(O)cc2)cc1)Nc1ccc([N+](=O)[O-])cc1,1.3%,-3%,-0.3%,i,0.1%,18,7,-11%,6%,0.6%,
CCCOc1ccccc1C(=O)N(Cc1ccco1)C1CCS(=O)(=O)C1 (stereo unspecified),0.8%,-4%,2.4%,i,-0.2%,-18,-4,-4.3%,5%,0.0%,
CCCCCCOc1ccc(N2C(=O)CC(S/C(N)=N/N=C(\C)c3cccs3)C2=O)cc1 (stereo unspecified),0.3%,-3%,-2.0%,i,-0.3%,38,17,-4.5%,9%,6.3%,
Cc1cc(C)n2cc(CSCC(=O)O)nc2n1,0.6%,-3%,0.5%,i,0.6%,-2,4,-3.2%,3%,4.3%,
Cc1cc(/C=N/NC(=O)c2ccccn2)c(C)n1-c1cccc([N+](=O)[O-])c1,1.5%,nt,-0.4%,i,0.1%,5,10,-4.4%,15%,0.5%,
CCOC(=O)Cn1nc(C)c(NC(=O)COc2ccccc2[N+](=O)[O-])c1C,2.9%,7%,nt,i,-0.8%,-4,-4,-6.0%,29%,0.1%,
CN(Cc1nc(-c2cccs2)no1)CC(O)c1ccccc1 (stereo unspecified),2.2%,-6%,1.6%,i,-1.1%,-2,6,-0.7%,16%,0.1%,
O=Cc1c(NCCc2cccc(F)c2)c2ccccc2[nH]c1=O,0.0%,-6%,nt,nt,-0.6%,nt,nt,nt,7%,0.2%,
COC(=O)c1cc2n(n1)CCN(Cc1ccc(F)cc1)C2=O,1.0%,3%,-2.4%,i,-0.2%,9,2,-4.3%,6%,-0.2%,
COc1ccc(C(=O)Nc2ccnn2C2CCN(CCC(C)c3ccc(C)o3)CC2)cc1 (stereo unspecified),0.6%,-10%,nt,nt,-0.7%,nt,nt,nt,26%,-0.2%,
NS(=O)(=O)c1ccc(CCNC(=O)C(=O)c2cn(CC(=O)N3CCCC3)c3ccccc23)cc1,1.1%,-9%,nt,nt,-0.3%,nt,nt,nt,24%,0.0%,
CN(C)Cc1ccccc1Sc1cccc2ccccc12,-0.7%,-3%,-3.1%,i,-1.6%,24,22,-5.8%,9%,?,
Oc1ccc(/C=N/Nc2ccnc3cc(Cl)ccc23)c(O)c1O,0.6%,2%,nt,nt,0.6%,nt,nt,nt,-6%,0.7%,
COc1ccc(NC(=O)c2ccc(CN3CCc4ccccc4C3)cc2)c(OC)c1,2.0%,-6%,nt,nt,-0.9%,nt,nt,nt,5%,6.8%,
O=[N+]([O-])c1ccc([C@H](O)[C@H](CO)N=Cc2ccccc2O)cc1,2.0%,-3%,-2.7%,i,0.1%,-2,-2,-3.9%,7%,4.3%,
Cc1cc(C)nc(N2CCCC(C(=O)NCc3ccc4c(c3)OCO4)C2)n1 (stereo unspecified),-0.6%,5%,1.5%,i,-0.8%,5,-8,-6.7%,5%,-0.5%,
COc1cccc(N2CCN(C(=O)C3CCN(S(=O)(=O)c4cccs4)CC3)CC2)c1,1.0%,nt,-3.2%,i,-0.8%,4,6,-1.7%,11%,0.3%,
O=C(Nc1ccc(F)cc1)N1CCN(CCc2ccccc2)CC1,0.7%,nt,1.8%,i,-1.5%,16,19,-5.6%,14%,1.9%,
COc1cc(/C=C2\SC(=S)N(CCC(=O)Nc3ccccn3)C2=O)cc(OC)c1OC,2.6%,21%,nt,nt,-0.8%,nt,nt,nt,5%,0.1%,
Cc1nn(C(C)C(=O)NCc2ccccc2F)c(=O)c2nn(-c3ccccc3)c(C)c12 (stereo unspecified),3.2%,-3%,nt,nt,1.0%,nt,nt,nt,6%,2.3%,
COc1ccccc1CNC(=O)c1ccc(CS(=O)(=O)c2ccccc2OC)o1,-0.2%,-4%,-0.2%,i,0.5%,3,14,-7.9%,16%,1.8%,
O=C(CSc1nccn1-c1ccc(Cl)cc1)NCc1ccc2c(c1)OCO2,1.9%,-4%,2.2%,i,-0.3%,20,11,-2.8%,-4%,-1.2%,
Cc1cccc(C(=O)NNC(=O)c2ccco2)c1O,0.9%,3%,nt,nt,0.4%,nt,nt,nt,20%,0.1%,
COc1ccccc1NS(=O)(=O)c1ccc(Cl)c(NC(=O)CN2C(=O)c3ccccc3C2=O)c1,0.9%,-4%,-0.7%,i,-0.2%,-14,17,72%,2%,1.0%,
Cc1cccc(C)c1OC(=O)CSc1nnc(-c2ccccc2O)o1,-0.1%,-13%,-0.3%,i,1.0%,7,9,-3.3%,12%,-0.5%,
CCOC(=O)CCC(=O)N1CCOCCOCCOCC1,-0.8%,0%,-2.5%,i,-0.1%,-4,7,-1.2%,12%,0.0%[50 µM],
Cc1nc2c(C)cccc2cc1C(=O)N/N=C/c1ccc(C(=O)O)cc1,1.6%,nt,1.5%,i,0.3%,-11,10,-16%,11%,nt,
O=[N+]([O-])c1ccc(C[n+]2cccc3c4ccccc4ccc32)cc1,15%,-2%,2.1%,i,0.0%,37,13,-1.2%,8%,-0.4%,
Cc1ccc2c(CN3C(=O)NC4(CCCCC4)C3=O)cc(=O)oc2c1C,2.4%,-4%,-0.1%,i,1.1%,-2,-9,-3.4%,8%,4.1%,
OC1(c2ccc(OC(F)F)cc2)CSC(=Nc2cccnc2)N1Cc1ccco1 (stereo unspecified),nt,-4%,2.3%,i,2.0%,36,-7,-8.4%,3%,-0.1%,
CC(C)Cc1ccc(CN2CCCC(NC(=O)CCn3cnnn3)C2)cc1 (stereo unspecified),-0.5%,-6%,nt,nt,-0.6%,nt,nt,nt,8%,0.0%,
CCC(=O)N1CCc2cc(S(=O)(=O)NCCC(=O)NCc3ccccc3Cl)ccc21,0.4%,-4%,nt,nt,-0.6%,nt,nt,nt,12%,0.0%,
O=C(Nc1cccnc1)c1cnn2c(C(F)F)cc(C3CC3)nc12,-0.2%,nt,2.5%,i,0.7%,23,16,-2.2%,-4%,1.1%,
